Vif-APOBEC3F blk = inhibitors of Vif-A3F interaction. HeLa A3F-eYFP + Vif (tagged APOBEC3F with the HIV-1 protein that degrades it), YFP fluorescence increase. Potency, µM (highest dose often 46.1 µM), inactives show at the highest dose activity, negative = active. 0.2% of 390,000 active; also: potency is read from the fitted curve at half-maximal effect; % of control where 0% means no effect; nearly all actives have a fitted effect of over 65% in size
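Fluorescence increase (Ex 488/Em 500-530) after overnight compound treatment at 37 deg C flags inhibition of Vif-driven A3F-eYFP loss in stable HeLa A3F-eYFP/Vif cells seeded overnight beforehand.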
D1 agonist = human D1 receptor agonism | AID 504660 | activation, % at 2 µM | P21728 | 1% of 360,000 active | HEK293 T-REx D1 cells, calcium flux, agonist mode; in the data active = activation above about 30%; also: 0% is about no effect
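Inducible HEK293 T-REx D1 cells, force-coupled to calcium signalling, were plated at 4000 cells/well with tetracycline and held overnight at 30 C. After no-wash calcium dye loading, compound-evoked calcium rise over 180 s flagged agonists.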
D2 potentiator = D2 dopamine receptor (human) potentiation. P14416. HEK293 T-REx D2, calcium flux, EC20 dopamine potentiation. potentiation, % at 10 µM. 0.34% of 340,000 active. AID 485347;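 active = potentiation over 3 SD above the plate norm, cut at about 30% in these data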; also: 0% is about no effect
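Potentiation of an EC20 dopamine calcium response is measured in a force-coupled, tetracycline-inducible Hek293 Trex D2 line. Compound-only kinetic reads over 180 s flag agonists before dopamine addition.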
D1 PAM = potentiators of human D1 dopamine receptor. P21728. HEK293 TREx D1 cells, calcium flux, dopamine EC20 potentiation. potentiation, % at 10 µM. 0.036% of 360,000 active. AID 504651; in the data active = potentiation above about 30%; also: 0% is about no effect
GRP78 ERSR act = inducers of ER stress response in human glioma cells; Potency, µM, for inactives: at the top dose activation, usual class: activators; AID 602332; U87-MG GRP78 promoter luciferase reporter, 16 h; 0.02% of 420,000 active; also: potency is read from the fitted curve at half-maximal effect; series mostly up to about 76 µM; % of control where 0% means no effect; nearly all actives have a fitted effect of over 35% in size
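ERSR induction read as luciferase luminescence (Bright-Glo, 10 min at room temperature) in stably transfected human U87-MG glioma cells exposed to compounds for 16 h, using GRP78 as sensor.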
Vif-APOBEC3G blk = blocks the Vif interaction with human APOBEC3G; Q9HC16; HeLa A3G-eYFP + Vif (tagged APOBEC3G with the HIV-1 protein that degrades it), YFP fluorescence, overnight; Potency, µM (titrated, usually from 46.1 µM), inactives show at the highest dose activity, negative = active, actives largely listed as inhibitors; 0.076% of 410,000 active;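 also: potency is read from the fitted curve at half-maximal effect; % is scaled to controls: 0 for no effect and ±100 for the full control effect; nearly all actives have a fitted effect of over 60% in size; hits raise eYFP signal because A3G escapes Vif-driven loss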
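Read-out is eYFP fluorescence (Ex 488/Em 500-530) from Vif-expressing HeLa A3G-eYFP cells; more signal means A3G escaped Vif-mediated degradation. Cells plated overnight, compound pinned in, incubated overnight at 37 deg C.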
D1 antagonist = human D1 dopamine receptor antagonism; HEK293 TREx D1 cells, calcium flux, dopamine EC80; hits give low values; activity change, negative = inhibition, % at 10 µM; AID 504652; 3.2% of 360,000 active; in the data active = activity change below about -30%; also: % is scaled to controls: 0 for no effect and ±100 for the full control effect
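Inducible Hek293 Trex D1 cells (tetracycline, overnight, 30 C). Calcium dye 30–90 min RT. Antagonist mode: EC80 dopamine added after 180 s compound read.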
RXFP1 antagonist = antagonists of human relaxin receptor RXFP1; Q9HBX9; HEK293-RXFP1, relaxin-stimulated cAMP HTRF, 30 min; hits give low values; activity change, negative = inhibition, % at 57.5 µM; 0.59% of 350,000 active;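 active = activity change of -60% or lower, but not beyond a set lower limit; inconclusive = change between -60% and -40%, or beyond the set limit; inactive = change above -40%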; also: % is scaled to controls: 0 for no effect and ±100 for the full control effect
Target sequence (Q9HBX9 whole entry, looked up): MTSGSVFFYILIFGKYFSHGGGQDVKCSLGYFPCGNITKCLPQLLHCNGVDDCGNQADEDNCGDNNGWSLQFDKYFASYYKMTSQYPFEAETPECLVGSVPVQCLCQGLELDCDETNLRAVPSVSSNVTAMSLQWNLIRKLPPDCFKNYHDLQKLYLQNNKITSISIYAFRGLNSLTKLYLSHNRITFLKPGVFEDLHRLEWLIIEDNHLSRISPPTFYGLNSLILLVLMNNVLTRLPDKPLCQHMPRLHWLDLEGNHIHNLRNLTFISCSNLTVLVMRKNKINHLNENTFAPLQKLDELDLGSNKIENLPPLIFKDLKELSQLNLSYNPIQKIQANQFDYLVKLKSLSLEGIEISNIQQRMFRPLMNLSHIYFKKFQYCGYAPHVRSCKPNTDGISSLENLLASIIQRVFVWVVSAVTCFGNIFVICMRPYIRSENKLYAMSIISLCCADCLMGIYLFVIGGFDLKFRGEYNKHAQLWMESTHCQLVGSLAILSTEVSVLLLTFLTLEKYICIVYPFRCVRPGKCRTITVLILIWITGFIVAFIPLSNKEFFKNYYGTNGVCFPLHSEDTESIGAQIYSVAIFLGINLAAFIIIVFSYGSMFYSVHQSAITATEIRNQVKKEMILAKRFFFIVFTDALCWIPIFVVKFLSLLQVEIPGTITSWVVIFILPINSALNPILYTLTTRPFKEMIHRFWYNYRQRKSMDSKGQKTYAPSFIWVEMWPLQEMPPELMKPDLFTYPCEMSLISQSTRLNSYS
RXFP1 ag = RXFP1 (human) receptor agonism; Q9HBX9; HEK293T-RXFP1 cAMP TR-FRET, 30 min; response scale: percent of porcine relaxin response, buffer zero; Potency, µM (top dose mostly 57.5 µM), inactives show at the highest dose activation, usual class: activators; 0.3% of 370,000 active; AID 2676; also: potency is read from the fitted curve at half-maximal effect; % is scaled to controls: 0 for no effect and ±100 for the full control effect; nearly all actives have a fitted effect of over 60% in size; many of its hits are not listed in these tables
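HEK293T cells stably expressing RXFP1 were pretreated with the PDE4 inhibitor Ro 20174, exposed to compounds for 30 min at 37C, lysed, and cAMP was read by TR-FRET. Data normalized to buffer (basal) and 29 nM porcine relaxin (100%).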
The depositor's hits bear a star; ? = inconclusive; . = not tested or not shown. Unless noted, calls follow the shape of the dose curve; as a rule, active = well fitted curve in the direction sought with a large enough effect; inconclusive = small, poorly fitted or top-dose-only effect, or another doubt; inactive = no such curve, though single readings can be large; an effect the other way counts as inactive or inconclusive. An excerpt; the hit share may differ from the screen's.

SMILES	Vif-APOBEC3F blk	D1 agonist	D2 potentiator	D1 PAM	GRP78 ERSR act	Vif-APOBEC3G blk	D1 antagonist	RXFP1 antagonist	RXFP1 ag
COc1ccc(-c2cc(C(F)(F)F)nc(N3CCCCC3)n2)cc1OC	.	3	0	-2	13%	5%	3	-7	6.1%
Cc1cccnc1CCNCc1c(C(=O)N2C[C@@H](C)O[C@@H](C)C2)nc2ccc(Cl)cn12	-17%	2	-21	-5	-2%	-5%	5	-4	0.1%
O=C(CC(CC(=O)c1ccccc1)c1ccco1)c1ccccc1	0%	.	.	.	4%	5%	.	-9	.
COc1ccc(C(CC(=O)NCc2ccccc2)C(C)C)cc1 (centres undefined)	7%	1	-5	-3	5%	-1%	-16	5	0.6%
Cc1noc(C)c1COc1ccccc1C(=O)N(C)Cc1ccco1	1%	5	-7	.	-1%	-1%	-18	-11	1.6%
N#C/C(=C\c1cn(CCOc2ccccc2)c2ccccc12)C(=O)NCc1cccs1	-16%	7	1	-13	-5%	-4%	3	8	2.6%
Cc1ccc(C(=O)Nc2ccc([N+](=O)[O-])cn2)o1	6%	2	-10	-3	0%	-1%	1	.	-0.8%
O=C(O)c1ccccc1NC(=O)C1CCN(S(=O)(=O)c2cccc3nsnc23)CC1	7%	3	12	0	1%	2%	5	1	-0.5%
O=C(/C=C/Nc1ccc(F)cc1)c1ccc(Br)cc1	0%	1	-18	-6	6%	1%	.	8	1.2%
CCN(CC)CCNc1cc(C)nc2c1C(=O)C(=O)C=C2N1CCCCC1	-1%	1	5	-2	-1%	8%	0	9	1.9%
Cc1nn(C)c(C)c1-c1c(C#N)c(N)nc2c1CCCCCC2	1%	2	.	-1	-3%	2%	-4	1	-1.5%
CCN(C(=O)c1c(C)noc1C)c1c(N)n(Cc2ccccc2)c(=O)[nH]c1=O	-9%	2	1	-6	-2%	1%	2	6	3.0%
Cc1ccc(NC(=O)c2ccco2)c(NC(=O)CN2C(=O)c3ccccc3C2=O)c1	.	4	1	-4	-8%	2%	8	-5	1.0%
Cc1ccc(Nc2nc(NCCO)c3ccccc3n2)cc1C	1%	13	1	-11	-1%	2%	-38*	-27	-0.2%
O=C(CCN1C(=O)CSc2ccccc21)Nc1cccc(C(F)(F)F)c1	-1%	-1	-17	-1	-4%	-5%	-15	1	2.6%
Cc1nc(SCC(=O)N2CCN(c3ccccn3)CC2)c(C#N)c(C)c1C	?	.	.	.	-6%	1%	.	6	.
COc1cc(CNc2nnnn2C)ccc1OCc1c(F)cccc1Cl	5%	3	0	12	2%	-1%	1	8	-0.3%
O=C(NCC1OCCCN1S(=O)(=O)c1ccc(F)cc1)C(=O)NC1CCCC1 (centres undefined)	-24%	1	2	11	2%	3%	20	0	-0.1%
Nn1c(SCC(=O)Nc2nc3ccccc3s2)nncc1=O	3%	-1	-5	-7	4%	1%	-12	.	1.6%
CCn1c(SCC(=O)Nc2ccc(N(C)C)cc2)nnc1-c1cccc(C)c1	0%	1	1	13	-5%	-4%	-15	-6	-2.1%
Cc1cc(C)nc(Nc2ncn[nH]2)n1	.	3	-10	-5	.	.	-8	.	-1.4%
COC(CNc1ncnc2c1cnn2C)OC	-2%	6	10	-3	-4%	-2%	0	-10	11%
O=C1Nc2ccccc2C(O)(C(=O)NCc2ccco2)N1c1ccc(Cl)c(Cl)c1 (centres undefined)	0%	8	.	2	7%	-6%	-8	-4	-1.4%
CC(=O)NNc1nc(-c2ccccc2)c2cc(Br)ccc2n1	-1%	2	-3	6	-5%	0%	6	-13	0.3%
C=Cc1ccc(Cn2c(=O)n(-c3ccccc3C)c(=O)c3c4c(sc32)CN(C(C)=O)CC4)cc1	-7%	0	-15	-1	6%	-15%	10	.	-0.7%
Next compounds follow.
SMILES	Vif-APOBEC3F blk	D1 agonist	D2 potentiator	D1 PAM	GRP78 ERSR act	Vif-APOBEC3G blk	D1 antagonist	RXFP1 antagonist	RXFP1 ag
Cc1ccccc1-n1nc(-c2ccc(N)cc2)cc1N	-17%	2	.	-12	0%	-4%	-17	-3	2.8%
Cc1n[nH]c(C)c1C(=O)CC1(O)C(=O)N(Cc2ccccc2)c2ccc(Br)cc21 (centres undefined)	-6%	2	-2	-4	5%	0%	-11	8	0.8%
CC1(C)Cc2c(cnn2-c2ccccc2)C(NC(=O)CCN2CCCC2=O)C1 (centres undefined)	5%	0	-3	-7	-3%	1%	6	-19	-1.0%
Cc1ccc(C=Cc2ccccn2)cc1	6%	.	.	.	-1%	1%	.	-9	.
COc1ccc(CCCc2nnc(SCC(=O)Nc3ccccc3F)o2)cc1C	2%	15	6	-2	-3%	3%	-30	-7	0.3%
CCn1c2ccccc2c2cc(NC(=O)CNC)ccc21	-25%	5	-8	0	-5%	-2%	-6	?	-2.9%
O=C(Nc1cnc2ccccc2c1)c1ccncc1	1%	2	16	.	-9%	0%	1	.	-0.2%
CCOc1cc(C(=O)Nc2cc3c(cc2N2CCCC2)n(C)c(=O)n3C)cc(OCC)c1OCC	-15%	4	-6	-2	2%	2%	-5	0	-1.7%
O=C(NC1CCCCC1)N1CCN(C(c2ccccc2)c2ccccc2)CC1	-5%	5	2	-3	-1%	1%	-9	15	-1.7%
CC(C)(C)c1ccc(C(=O)/C=C2\NC(=O)CS2)cc1	1%	5	7	-5	-8%	-9%	3	-15	-0.8%
COC(=O)Nc1nc2c(C)cccc2s1	-10%	2	-6	0	?	4%	3	7	0.2%
Cc1cc(-c2ccc(S(=O)(=O)N3CCCCC3)s2)on1	-26%	1	7	-3	-7%	1%	6	-13	-0.9%
Cc1ccccc1C(=O)Nc1nc(=S)ss1	1%	11	-2	-2	-2%	-1%	-6	-4	0.9%
COc1ccc(NC(=O)c2oc3ccccc3c2NC(=O)Cc2ccc(F)cc2)c(OC)c1	-3%	3	.	-3	-2%	2%	-5	.	9.7%
O=C(NC1CCN(Cc2ccccc2)CC1)c1ccccc1OCc1ccccc1Cl	0%	5	-33	-5	-1%	8%	-38*	-18	2.6%
Cc1c(O)ccc(/C(Cc2ccc3ccccc3n2)=N\O)c1O	-11%	21	13	-6	2%	-14%	-31*	-8	-1.0%
Nc1nc2cc3ccccc3cc2[nH]c1=O	-11%	1	10	-1	0%	-12%	3	6	4.8%
COc1cc(/C=N/n2c(-c3n[nH]c4c3CCC4)n[nH]c2=S)cc(OC)c1O	-3%	1	6	-3	-3%	4%	-2	?	-21%
COC(=O)Cc1ccc(NC(=S)NCc2ccc(S(N)(=O)=O)cc2)cc1	-5%	1	-15	-6	2%	0%	-16	-18	-0.3%
CCOc1ccc(C(C)(C)C)cc1S(=O)(=O)N1CC(C)OC(C)C1 (centres undefined)	-4%	2	4	-1	-8%	0%	16	-6	-1.3%
O=S(=O)(Nc1cccc(-c2nc3cccnc3s2)c1)c1ccc2c(c1)CCCC2	-5%	1	-1	-6	-4%	3%	-19	3	7.3%
O=C(CCn1ccnc1)Nc1nc2ccccc2[nH]1	-18%	-2	2	-5	3%	0%	0	-12	1.3%
CC1CCCCC1NC(=O)COC(=O)c1ccc(N(C)C)cc1 (centres undefined)	0%	2	5	-1	-2%	1%	-8	8	3.5%
N#CCCN(C(=O)COC(=O)C1CCN(S(=O)(=O)c2ccc3c(c2)OCCO3)CC1)c1ccccc1	6%	0	13	-3	-3%	1%	-16	-19	-0.1%
Cn1c(SCc2nnc(-c3ccccc3)o2)nc2ccccc21	1%	1	7	-2	-1%	2%	-3	-5	1.7%
Remaining list, next part
SMILES	Vif-APOBEC3F blk	D1 agonist	D2 potentiator	D1 PAM	GRP78 ERSR act	Vif-APOBEC3G blk	D1 antagonist	RXFP1 antagonist	RXFP1 ag
COc1ccc(N2CCN(c3ncccc3C#N)CC2)cc1	-1%	1	2	0	2%	-2%	6	2	-0.2%
O=C(CN1CCN(Cc2ccccc2)CC1)NC(c1ccccc1)c1ccccc1	-10%	3	5	14	-4%	1%	-8	-11	0.2%
O=C(CCn1ccc2cc(S(=O)(=O)N3CCCC3)ccc21)NCc1ccccc1Cl	2%	7	-5	-2	-3%	2%	-15	-8	-1.5%
CCOc1ccc(N(C)S(=O)(=O)c2ccc(-c3ccc(=O)[nH]n3)s2)cc1	-14%	8	-2	-5	6%	1%	33	3	0.4%
COc1ccc(N2CCN(S(=O)(=O)c3ccc4c(c3)CC(C)N4C(=O)C3CC3)CC2)cc1 (centres undefined)	1%	-1	.	0	-3%	2%	-12	-1	-0.6%
O=C(Cn1c(=O)c(=O)n(Cc2ccccc2)c2ccc(Cl)cc21)Nc1cc(F)ccc1F	.	0	-1	-1	.	.	-6	.	2.9%
COc1ccccc1CNS(=O)(=O)CCNC(=O)c1ccccc1	-1%	8	6	-4	-2%	-4%	-30*	0	1.1%
Cc1cc2nc3n(c2cc1C)CC1CC(C(=O)NCCc2cccs2)N(C)C31 (centres undefined)	0%	2	13	-2	0%	4%	-15	.	1.1%
C=C(C)C1CCC2(C(=O)O)CCC3(C)C(CCC4C5(C)C(C=O)C(O)C(C)(C)C5CCC43C)C12 (centres undefined)	?	4	5	-3	0%	-5%	8	.	-1.5%
CC(C)OCCCNC1=C(Cl)C(=O)c2ccccc2C1=O	-3%	2	3	2	10%	-7%	11	9	-0.6%
Fc1ccccc1-c1nc(NC2CCCC2)c2ccccc2n1	11%	26	2	-14	-5%	2%	5	-32	3.1%
CC(Sc1nnc(COc2ccc(Cl)cc2)n1Cc1ccccc1)C(=O)O (centres undefined)	-3%	0	5	-8	-3%	-5%	-12	-18	0.6%
COc1ccc(C2=NN(C(=O)COC(=O)c3ccc(S(C)(=O)=O)c([N+](=O)[O-])c3)C(c3ccco3)C2)cc1 (centres undefined)	17%	.	.	.	-14%	?	.	-20	.
CCOC(=O)C1=C(CC)Nc2ccccc2N=C1NC(=O)Nc1ccccc1OC	-5%	-4	-26	-1	-3%	0%	7	-3	1.0%
COc1ccc(C)cc1-n1cnc2sc(C)c(C)c2c1=O	0%	.	.	.	-2%	-11%	.	-3	.
CN(C(=O)CSc1ccncc1)C1CCCN(Cc2ccccc2F)C1 (centres undefined)	3%	4	1	2	-5%	-1%	0	-5	-2.4%

Screens deposited in PubChem by National Center for Advancing Translational Sciences (NCATS).
